# MITF inh = MITF inhibitors, primary screen, biochemical, AlphaScreen, human | Microphthalmia-associated transcription factor (Homo sapiens), O75030 | AlphaScreen MITF homodimerization, bead proximity signal | inhibition, % at 2.6 µM | hit rate 0.91% among 650,000; in the data active = inhibition above about 50%;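 also: 0% = vehicle wells with protein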
# TEAD-YAP inh = TEAD-YAP interaction inhibition, primary screen, TEAD-YAP interaction inhibitor project, luminescence, HEK-TIYL cells; TEAD-Gal4/YAP UAS-luciferase luminescence; inhibition, % at 9.12 µM; hit rate 1.4% among 640,000; AID 1259422, 2018; in the data active = inhibition above about 32%;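 also: 0% = median of test compound wells and 100% = reference inhibitor wells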
# FBW7 activator = FBW7 E3 ligase activators, primary screen, biochemical, AlphaScreen, human; F-box/WD repeat-containing protein 7 (Homo sapiens), Q969H0; AlphaScreen FBW7–phospho-cyclin E peptide binding, activator screen; normalized activity (activation), % at 26.1 µM; hit rate 0.13% among 650,000; in the data active = normalized activity above about 1.9%;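 also: purified mutant Fbw7 with reduced substrate affinity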
# Target sequence (Q969H0 whole entry, looked up): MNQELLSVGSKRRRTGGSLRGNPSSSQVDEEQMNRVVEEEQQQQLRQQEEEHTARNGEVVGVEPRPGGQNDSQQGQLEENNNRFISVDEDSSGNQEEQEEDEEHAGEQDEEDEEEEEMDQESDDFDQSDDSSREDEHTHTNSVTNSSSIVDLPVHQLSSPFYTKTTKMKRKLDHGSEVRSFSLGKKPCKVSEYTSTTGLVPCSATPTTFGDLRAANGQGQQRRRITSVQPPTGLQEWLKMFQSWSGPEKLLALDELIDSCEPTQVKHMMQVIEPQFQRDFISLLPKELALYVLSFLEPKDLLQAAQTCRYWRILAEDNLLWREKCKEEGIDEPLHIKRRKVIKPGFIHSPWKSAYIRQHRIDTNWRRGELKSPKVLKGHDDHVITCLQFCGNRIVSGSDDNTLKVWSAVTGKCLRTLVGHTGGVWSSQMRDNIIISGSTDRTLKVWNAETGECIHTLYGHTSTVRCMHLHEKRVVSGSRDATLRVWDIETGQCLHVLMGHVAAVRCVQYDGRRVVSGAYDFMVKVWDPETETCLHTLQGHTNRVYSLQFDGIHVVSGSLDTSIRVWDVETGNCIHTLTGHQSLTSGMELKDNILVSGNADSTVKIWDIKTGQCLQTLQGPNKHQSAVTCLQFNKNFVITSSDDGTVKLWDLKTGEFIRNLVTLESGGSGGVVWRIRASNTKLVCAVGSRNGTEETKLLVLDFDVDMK
# GPR151 activ = activators of human GPR151, primary screen, cell-based, PathHunter beta-arrestin, luminescence; PathHunter beta-arrestin GPR151 cells; activation, % at 11.2 µM; hit rate 1% among 650,000; G-protein coupled receptor 151 (Homo sapiens), Q8TDV0; in the data active = activation above about 4.9%;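 also: 0% = median of compound wells and 100% = cells with positive control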
# * = called active by the depositor; & = joins results of further samples. This is a random part of the collection, and some 3.5% of all compounds hit somewhere here.
# The line under a structure holds: MITF inh	TEAD-YAP inh	FBW7 activator	GPR151 activ
CCSC1=NSC2=NC(=O)/C(=C\c3ccc(OC)c(OC)c3)C(=N)N12
 : -4	-14	-0.1	0.6
Cc1ccnc(NC(=O)NC2CC(=O)N(c3ccccc3)C2)c1 (centres undefined)
 : -1	-3	0.1	6.1*
CCCCn1c2c(c(=O)[nH]c1=O)C(c1ccc(C)o1)C1=C(CCCC1=O)N2 (centres undefined)
 : 10	10	0.0	-0.5
Cc1ccc2nc3c(nc2c1)-c1ccccc1C3=O
 : -4	-17	-0.1	-0.3
Cc1cc(C(=O)OCCOc2ccc(Br)cc2)c(C)o1
 : 2	4	-0.1	-0.8
Cn1c(-c2cccnc2)nc2ccccc21
 : 14	-4	0.2	0.1
CC1(C2CC2)NC(=O)N(CC(=O)Nc2ccccc2F)C1=O (centres undefined)
 : 67*	-4	0.1	1.4
CCC(c1nnnn1CCOC)N1CCN(c2cccc(OC)c2)CC1 (centres undefined)
 : 5	7	0.0	-0.1
CCOc1ccc(Oc2cc(Oc3ccc(Br)cc3)cc([N+](=O)[O-])c2)cc1
 : 3	-2	0.1	0.9
CN(Cc1ccccc1)C(=O)CC1(c2ccccc2F)CC(=O)N(C2CCCC2)C1=O (centres undefined)
 : -17	-8	0.0	3.3
O=S(=O)(N/N=C/c1ccncc1)c1ccc(Br)cc1
 : -4	4	-0.1	1.3
CC(C)(C)c1ccc(C(=O)NCc2nc(-c3ccccc3)no2)cc1
 : -8	7	0.0	0.0
N#Cc1c(-c2cccc(Br)c2)cc(C2CC2)nc1N
 : 7	-3	0.1	0.2
O=c1/c(=C/c2ccc(OCc3ccccc3)cc2)sc2nc(-c3cccs3)nn12
 : -14	9	-0.1	0.7
CC(C)c1ccc(OCC(=O)NCc2cccnc2)c(Br)c1
 : 11	-25	0.0	4.3
Cc1nnn(-c2nonc2N)c1C(=O)N/N=C/c1ccccc1O
 : 19	13	-0.3	-1.7
COc1cc(OC)c(OC)cc1/C=C(\C#N)C(=O)Nc1cccc2ncccc12
 : 2	10	-0.1	3.5
CCN(CC)CCCNC(=O)CC1Nc2ccccc2NC1=O (centres undefined)
 : -1	1	-0.1	0.5
N#CC1(C#N)[C@H](c2ccccc2Cl)[C@@H](C(=O)c2ccccc2)N2c3ccc(F)cc3C=C[C@@H]21
 : 5	-11	0.0	-1.0
CC(=O)Oc1ccc(C2CC(=O)Nc3c2ccc2ccccc32)cc1 (centres undefined)
 : 24	8	0.8	0.0
CSc1nsc(SC)c1NC(=O)N1CCCCC1
 : -7	4	0.2	0.1
Cc1cc(C)n(C(=O)CN2C(=O)c3cccc4cccc(c34)C2=O)n1
 : -6	7	0.0	-1.1
NC(=O)c1nc(-c2ccco2)nc2c1[nH]c(=O)n2-c1ccc(F)cc1
 : 7	-3	0.0	-0.9
O=C1NC(=O)/C(=C/C(=O)N2CCCCC2)S1
 : -7	-6	-0.1	-0.4
CC(C)Oc1ccc(/C=C/C(=O)N2CCN(c3ccc(N4CCOCC4)nn3)CC2)cc1
 : -2	1	-0.1	-0.8
CCOC(=O)Cn1ncc(-c2ccccc2)c1N
 : -7	0	0.2	-0.4
COc1ccc(-c2cc(C(F)(F)F)n3nc(C(=O)N4CCN(c5cccc(Cl)c5)CC4)cc3n2)cc1
 : -2	-8	-0.2	-1.4
Cc1nc2c(ccc3sccc32)s1
 : -7	7	0.0	-0.8
CCC(C)NC(=O)CSc1nc2cc3c(cc2cc1C#N)OCO3 (centres undefined)
 : 9	51*	0.0	-1.5
CN(C)C(=O)[C@H](O)CNC(=O)c1ccc(Nc2ccc3[nH]ncc3c2)nc1
 : -2	-7	0.0	0.6

# A draw from above in order of length of the SMILES, highest first:
# The line under a structure holds: MITF inh	TEAD-YAP inh	FBW7 activator	GPR151 activ
N#CC1(C#N)[C@H](c2ccccc2Cl)[C@@H](C(=O)c2ccccc2)N2c3ccc(F)cc3C=C[C@@H]21
 : 5	-11	0.0	-1.0
O=c1/c(=C/c2ccc(OCc3ccccc3)cc2)sc2nc(-c3cccs3)nn12
 : -14	9	-0.1	0.7
Cc1nnn(-c2nonc2N)c1C(=O)N/N=C/c1ccccc1O
 : 19	13	-0.3	-1.7

# Further entries.
# The line under a structure holds: MITF inh	TEAD-YAP inh	FBW7 activator	GPR151 activ
COc1ccc(CCNC(=O)c2cccc(-c3ccc(N4CCOCC4)nc3)n2)cc1
 : -2	11	0.1	-1.8
Cc1cc(C)c2c(-n3cccc3)c(C(=O)NCCCN3CCCC3=O)sc2n1
 : 2	-13	-0.4	0.2
CCOC/C(C#N)=C\c1ccc2c(c1)OCO2
 : 10	-2	-0.1	0.2
O=C1CCC(CCC(=O)N2CCc3c(Cl)cccc3C2)(Cc2ccc3c(c2)OCO3)N1 (centres undefined)
 : -7	5	0.0	1.0
CC(C)[C@H]1CN(C)CCN1C(=O)c1ccc(OC2CCN(Cc3ccccn3)CC2)cc1
 : -8	0	-0.2	0.0
CCC(=O)NNc1ccc(C#N)cc1[N+](=O)[O-]
 : -1	-5	0.1	-0.5
NNC(=O)c1cc(-c2ccc([N+](=O)[O-])cc2)nc2ccccc12
 : 1	3	0.0	0.4
C[C@]12CC[C@@H]3c4ccc(O)cc4CC[C@H]3[C@@H]1CCC2=O
 : 2&6	-2	0.1&0.2	1.2&0.1
CCOC(=O)c1c(C)c(C(=O)Nc2ccc(F)cc2)c(C)n1CC
 : 5	-7	0.0	0.7
Cc1ccc(/C=N/NC(=O)C(=O)NCc2ccc(Cl)cc2)cc1
 : -6	0	-0.1	-1.0
COc1cccc(C(=O)NCC2CCCN(Cc3ccc(Cl)cc3)C2)c1OC (centres undefined)
 : 5	-5	0.0	-0.4
Cc1ccc2cc(C#N)c(SCC(=O)Nc3nccs3)nc2c1C
 : -4	-20	0.0	0.4
CCOC(=O)C1(CCOc2ccccc2)CCN(Cc2cnc(C)s2)CC1
 : -8	6	-0.1	-0.5
COc1cccc2cc(S(=O)(=O)c3ccccc3)c(=O)oc12
 : 8	19	0.6	-0.4
CCOC(=O)C1=C(C)N=c2s/c(=C\c3ccc(N(CC)CC)cc3OC)c(=O)n2C1c1ccccc1Cl (centres undefined)
 : 14	5	0.0	0.2
CCc1cc(=O)oc2c(OC)c(OC)ccc12
 : 5	5	0.4	3.2
CC(C)c1ccc(C2/C(=C(/O)c3ccc(F)cc3)C(=O)C(=O)N2CCCN(C)C)cc1 (centres undefined)
 : 6	-1	0.1	-0.2
CNC(=S)N(Cc1ccccc1)Cc1ccc(C(C)C)cc1
 : 11	-5	0.0	1.1
CCc1ccc(NCc2cc(Br)ccc2O)cc1
 : 15	7	-0.1	0.5
Cc1ccc(-n2cc(-c3ccccc3)c3c(Nc4ccccc4C)ncnc32)cc1Cl
 : -1	9	0.1	0.5
COc1ccc(S(=O)(=O)N(CC(=O)N2CCCCC2)c2ccc(Cl)cc2)cc1
 : 17	18	0.2	0.6
Cc1ccc2cc(C)c(SCC(=O)NNC(=O)c3ccc([N+](=O)[O-])cc3)nc2c1
 : 7	-1	0.0	-0.5
COc1cccc(CNC(=O)CCC2CCCN(c3cc(C)nc(N)n3)C2)c1 (centres undefined)
 : 26	14	0.4	1.0
COc1cc2c(cc1OC)CN(C(=O)CSc1n[nH]c(N)n1)CC2
 : 8	18	-0.1	0.2
CCOc1cccc(C=O)c1OCc1cc(=O)n2ccccc2n1
 : -9	-7	-0.1	-0.4
COc1ccc(CCNC(=O)c2nc3ccc(-c4cn[nH]c4)cc3c(=O)[nH]2)cc1
 : 4	0	0.0	-0.6
CSc1ccc(CCNCc2c(C(=O)O)c(C)n(Cc3ccc(F)cc3)c2C)cc1
 : 6	6	0.0	0.4
COc1ccccc1C(=O)COC(=O)c1ccc(OCC2CCCO2)cc1 (centres undefined)
 : 14	-36	0.4	-0.3
O=C1NC2(CCCc3ccccc32)C(=O)N1CN1CCc2ccccc2C1 (centres undefined)
 : 7	5	-0.1	0.8
O=C1Cc2ccccc2C2(CCN(Cc3ccc(C(=O)c4ccccc4)cc3)CC2)N1
 : 15	36*	-0.7	0.3
CC1(C)NC(=O)N(CC(=O)NCc2ccccc2F)C1=O
 : -2	-1	-0.1	-0.8
O=C(CSc1ccc2nnc(-c3ccc(Cl)cc3)n2n1)NC1CCCCC1
 : -2	-1	0.0	2.8
CC1=CC(C)(C)N(C(=O)NC2CCCCC2)c2ccccc21
 : 8	6	0.3	-1.2
CC(=O)N(Cc1nc2ccccc2c2nc3ccccc3n12)c1ccccc1Br
 : -1	1	0.1	-0.4
Cc1onc(-c2ccccc2)c1C(=O)Nc1sc(C)c(C)c1C(N)=O
 : 10	23	0.2	-1.0
Cc1nnc(SCC(=O)c2ccc([N+](=O)[O-])cc2)[nH]c1=O
 : -1	0	-0.1	-0.5
CC1CCC(NC(=O)Cn2nc(-c3ccc4c(c3)OCCO4)ccc2=O)CC1 (centres undefined)
 : 18	4	0.0	0.1
C=CCOC(=O)c1[nH]c2c(c1C)C(=O)C(C(=O)OC)C(C)C2 (centres undefined)
 : 1	-17	0.1	3.5
Cc1ccc2cc(C#N)c(NCCCNC(=O)Nc3ccccc3F)nc2c1
 : -6	-12	0.0	-0.2
COc1ccc(NC(=O)c2nn3c(c2Br)NC(c2cccs2)CC3C(F)(F)F)cc1OC (centres undefined)
 : 5	-1	0.2	-0.3
Cc1ccccc1CC(=O)N1CCCC(CNC(=O)c2ccc(F)cc2)C1 (centres undefined)
 : 7	-2	0.0	0.3
CC(C)(C)C1CCc2c(sc3nc(-c4ccccc4)oc(=O)c23)C1 (centres undefined)
 : -3	0	-0.1	0.1
CC(C)c1ccc(/C=C2\C(=N)N3N=C(N4CCOCC4)SC3=NC2=O)cc1
 : 21	6	0.2	-1.2
COCCNc1oc2c(c1-c1ccc(OC)c(OC)c1)c(=O)oc1ccccc12
 : -10	-3	0.0	-0.8
COc1ccc(-c2n[nH]c(=S)nc2-c2ccc(OC)cc2)cc1
 : 10	-6	-0.2	-0.3
COc1ccc(/C(C)=N/NC(=O)CN2CCOCC2)cc1Br
 : -8	-21	-0.2	-1.0
CCOC(=O)C1C(=O)C=C(c2cccc(NS(C)(=O)=O)c2)CC1c1ccccc1C (centres undefined)
 : 11	3	0.2	-1.4
Cc1ccc(-c2ccc(=O)n(CCC(=O)NCCCN3CC(C)CC(C)C3)n2)cc1 (centres undefined)
 : -4	7	-0.1	1.5
O=C(Nc1ccc(Cl)cc1Cl)c1cnn2c(C(F)(F)F)cc(-c3ccco3)nc12
 : -9	-5	-0.1	1.0
c1nc2nc3c(c(N4CCOCC4)n2n1)CCCC3
 : -6	1	0.3	-0.6
Brc1ccc(-c2cc(-c3ccccc3)nc(-c3ccccc3)c2)cc1
 : 7	3	0.7	-0.4
Nc1nccc(-c2cnc3nc(C4COc5ccc(C(=O)NCCN6CCOCC6)cc5C4)[nH]c3c2)n1 (centres undefined)
 : 7	-19	0.4	-1.2
Cc1ccc(S(=O)(=O)N2CCc3c2cc([N+](=O)[O-])cc3[N+](=O)[O-])cc1
 : 5	1	0.0	1.0
Cc1ccc(S(=O)(=O)NC(Cc2ccccc2)C(=O)Nc2nc3ccc(C)cc3s2)cc1 (centres undefined)
 : 11	9	0.1	0.9
COc1ccccc1NC(=O)CSc1nc(C)c(C)c(C)c1C#N
 : -2	4	0.5	-1.2
CCn1c(C)cn2c3c(=O)n(Cc4cccc(C)c4)c(=O)n(C)c3nc12
 : 4	1	0.0	-1.5
COc1ccccc1OCC(=O)Nc1c(C(C)C)cccc1C(C)C
 : 8	10	0.5	-1.8
CC(=O)N1N=C(c2c(-c3ccccc3)c3cc(Cl)ccc3[nH]c2=O)CC1c1ccc(Br)cc1 (centres undefined)
 : 11	4	-0.1	-0.3
O=C(NCc1cccnc1)c1ccc(N2CCC(NCCc3cccs3)CC2)cc1
 : -7	-4	-0.2	0.3
C[n+]1ccc(C(=O)NCCC[N+](C)(C)C)cc1/C=N/O
 : 20	5	0.1	-2.7

# Shown bar-delimited: three of the compounds above.
SMILES | MITF inh | TEAD-YAP inh | FBW7 activator | GPR151 activ
CCn1c(C)cn2c3c(=O)n(Cc4cccc(C)c4)c(=O)n(C)c3nc12 | 4 | 1 | 0.0 | -1.5
COc1ccccc1OCC(=O)Nc1c(C(C)C)cccc1C(C)C | 8 | 10 | 0.5 | -1.8
CC(=O)N1N=C(c2c(-c3ccccc3)c3cc(Cl)ccc3[nH]c2=O)CC1c1ccc(Br)cc1 (centres undefined) | 11 | 4 | -0.1 | -0.3

# New compounds follow
# The line under a structure holds: MITF inh	TEAD-YAP inh	FBW7 activator	GPR151 activ
CNC(CC(=O)c1ccc([N+](=O)[O-])cc1)C(Cl)(Cl)Cl (centres undefined)
 : 13	14	0.1	0.9
COC(C(=O)NCc1c(C)ncc2c1CCN(C(=O)c1c(C)noc1C)C2)c1ccccc1 (centres undefined)
 : -2	-1	0.0	0.7
COc1ccc2c(c1)C(c1ccc(N3CCOCC3)cc1)=NNC(c1cccnc1)=N2
 : 2	-3	-0.1	1.6
Cc1ccc(C(=O)N(Cc2cc3cc(C)ccc3[nH]c2=O)CC2COCCO2)cc1 (centres undefined)
 : 0	-3	0.0	2.0
COc1ccc(NC(=O)c2cc3n(n2)C(C(F)(F)F)CC(c2ccc(OC)c(OC)c2)N3)cc1 (centres undefined)
 : -5	10	0.0	-0.5

# Screening data (PubChem)
